EPAC1 agonist = activates human EPAC1 exchange factor; EPAC1 agonist qHTS, biochemical assay; response scale: 100% = response to 6.5 mM cAMP; Potency, µM (doses to about 154 µM), without a hit: at the highest dose activation, most hits filed as activators; 360,000 tested, 0.073% active; further: nearly all actives have a fitted effect of over 60% in size
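Normalized to 6.5 mM cAMP, activity reflects EPAC1-catalysed release of BODIPY-GDP from Rap1B, followed kinetically over 30 min at 480 nm excitation, 540 nm emission. Reaction contained 100 nM EPAC1, 250 nM Rap1B-BODIPY-GDP, 50 uM GDP.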
aSyn rescue = alpha-synuclein toxicity inhibition in yeast | 370,000 tested, 0.14% active | Yeast expressing alpha-synuclein, growth rescue, BacTiter-Glo, 24 h | Potency, µM (series often up to 46.1 µM), for the others: at the top dose growth rescue (activation), actives largely listed as activators; further: % of control where 0% means no effect; nearly all actives have a fitted effect of over 65% in size
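Readout is rescue of growth in alpha-synuclein-expressing yeast, so inhibitors of toxicity appear as activators. Growth after 24 hr at 30 deg C in galactose medium is quantified by luminescence.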
FUS suppressor = rescues growth of FUS-expressing yeast | Potency, µM (series often up to 76.6 µM), for inactives: at the highest dose growth rescue (activation), most hits filed as activators | S. cerevisiae FUS-expressing, growth rescue, OD600, 24 h | 390,000 tested, 0.24% active | AID 1347120;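 further: plate controls were DMSO vehicle for no effect and reference control for full effect; nearly all actives have a fitted effect of over 55% in size; some results filed as inactive show a strong effect at the top dose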
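Steps: raffinose overnight preculture; dilution to OD 0.005 in 2% galactose minimal medium; compound addition (concentration series); 24hr at 30C, 99% humidity; absorbance read at 600 nm.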
EPAC2 antag = EPAC2 (human) antagonism. EPAC2 GEF exchange of Rap1B-BODIPY-GDP, fluorescence. Potency, µM (highest dose often 114 µM), for inactives: at the top dose activity, negative = inhibition, hits mostly inhibitors. 360,000 tested, 0.18% active; further: on the % scale 0 is the no-effect control and ±100 the full control effect; nearly all actives have a fitted effect of over 45% in size; many of its hits are not listed in these tables
Target sequence (Q8WZA2 whole entry, looked up): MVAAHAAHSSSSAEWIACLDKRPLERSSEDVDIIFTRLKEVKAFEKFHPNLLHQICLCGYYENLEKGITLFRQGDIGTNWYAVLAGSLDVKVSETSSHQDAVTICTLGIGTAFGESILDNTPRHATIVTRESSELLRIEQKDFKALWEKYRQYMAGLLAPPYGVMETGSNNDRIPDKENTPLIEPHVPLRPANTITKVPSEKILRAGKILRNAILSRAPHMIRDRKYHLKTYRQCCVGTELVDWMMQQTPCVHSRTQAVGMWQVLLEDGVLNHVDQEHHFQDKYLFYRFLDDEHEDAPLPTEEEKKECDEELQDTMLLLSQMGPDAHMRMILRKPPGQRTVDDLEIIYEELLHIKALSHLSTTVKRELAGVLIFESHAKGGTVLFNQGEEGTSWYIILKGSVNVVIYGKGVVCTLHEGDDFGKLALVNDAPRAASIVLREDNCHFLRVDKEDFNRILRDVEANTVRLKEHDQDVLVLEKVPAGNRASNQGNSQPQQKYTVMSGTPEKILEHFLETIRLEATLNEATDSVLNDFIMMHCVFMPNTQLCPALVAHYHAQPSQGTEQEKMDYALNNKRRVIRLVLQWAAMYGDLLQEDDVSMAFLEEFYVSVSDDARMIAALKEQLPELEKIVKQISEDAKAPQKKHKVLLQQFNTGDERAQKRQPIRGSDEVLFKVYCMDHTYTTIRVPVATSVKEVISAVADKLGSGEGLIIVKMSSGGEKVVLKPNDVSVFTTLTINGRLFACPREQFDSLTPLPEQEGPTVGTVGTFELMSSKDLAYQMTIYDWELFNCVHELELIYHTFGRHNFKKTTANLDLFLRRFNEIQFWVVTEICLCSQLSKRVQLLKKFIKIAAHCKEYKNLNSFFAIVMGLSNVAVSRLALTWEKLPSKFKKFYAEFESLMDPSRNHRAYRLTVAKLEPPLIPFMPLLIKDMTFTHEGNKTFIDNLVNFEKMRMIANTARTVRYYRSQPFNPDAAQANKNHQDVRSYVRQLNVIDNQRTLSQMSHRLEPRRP
EPAC2 agonist = agonists of human EPAC2 (RAPGEF4). AID 720711. Q8WZA2. EPAC2 activation, biochemical qHTS; response scale: 100% = 6.5 mM cAMP response. 360,000 tested, 0.079% active. Potency, µM (series often up to 154 µM), without a hit: at the top dose activation, usual class: activators; further: nearly all actives have a fitted effect of over 50% in size
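Fluorescence exchange assay: 100 nM EPAC2 with 250 nM RAP1B-BODIPY-GDP and 50 uM GDP; compounds tested as a concentration-titration series (qHTS). Loss of Rap1-bound BODIPY-GDP fluorescence read at 480/540 nm; data normalized to 6.5 mM cAMP.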
PTHR1 ag = PTHR1 (human) receptor agonism | Q03431 | HEK293 GP2 PTHR1 cells, GloSensor cAMP luminescence, 1 h | Potency, µM (top dose mostly 115 µM), without a hit: top-dose activation, most hits filed as activators | 410,000 tested, 0.075% active | AID 743266; further: nearly all actives have a fitted effect of over 55% in size; some results filed as inactive show a strong effect at the top dose; inactives centre near -15; many of its hits are not listed in these tables
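HEK-293-derived GP2 cells expressing PTHR1 and a GloSensor cAMP reporter, 3,000/well, plated overnight, given luciferin plus IBMX (each 0.5 mM as added) for 1 h at 37 °C, then compound for 1 h at 37 °C. Luminescence was read after 15 min at room temperature.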
TDP-43 yeast inh = inhibitors of TDP-43 toxicity in yeast | TDP-43 expressing yeast growth rescue, BacTiter-Glo, 24 h | Potency, µM (highest dose often 46.1 µM), for the others: at the highest dose growth rescue (activation), usual class: activators | 410,000 tested, 1.8% active; further: % of control where 0% means no effect; nearly all actives have a fitted effect of over 50% in size
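Cell-based yeast growth screen: TDP-43 expression induced in galactose, inoculum OD600=0.02 after raffinose pregrowth to mid-log. Read-out BacTiter-Glo luminescence at 24 hr, 30 deg C; inhibition of toxicity seen as signal increase.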
EPAC1 antag = antagonists of human EPAC1; 360,000 tested, 0.14% active; Potency, µM (top dose mostly 115 µM), for the others: at the highest dose activity change, negative = inhibition, hits mostly inhibitors; O95398; EPAC1 GEF assay, Rap1b-BODIPY-GDP exchange fluorescence; AID 720709;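 further: plate controls were vehicle for no effect and positive control for full effect; nearly all actives have a fitted effect of over 50% in size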
Numbers without * were called inactive; i = inactive; ? = inconclusive; · = no result given; & = joins results of further samples; [ ] = dose if it differs, or a comment. The call rests on the fitted dose curve; in most records, active means well fitted curve in the direction sought with a large enough effect; inconclusive means small, poorly fitted or top-dose-only effect, or another doubt; inactive means no such curve, though single readings can be large; an effect the other way counts as inactive or inconclusive. Potency means the concentration at half of the fitted maximal effect. These rows are one share of the data; the hit share may differ from the screen's.

SMILES	EPAC1 agonist	aSyn rescue	FUS suppressor	EPAC2 antag	EPAC2 agonist	PTHR1 ag	TDP-43 yeast inh	EPAC1 antag
CCN(CC)CCN1C(=O)Cn2c(C)c(C)c3cccc1c32	2%&-1%	2%&-16%	24%&12%	-4%&-10%	4%&4%	?	2%&-20%	5%&-21%
Cc1c(NC(=O)Nc2ccc3c(c2)OCO3)cccc1[N+](=O)[O-]	9%	-5%	-9%	-8%	2%	-70%[inhibitor]	-16%	0%
CC(=O)c1ccc(NC(=O)CC2Nc3cccc4cccc(c34)NC2=O)cc1 (configuration not stated)	6%	-2%	?	7%	9%	-16%	-4%&-11%	-18%
Cc1ccc(Cl)cc1NC(=O)CN1CCN(S(=O)(=O)N2CCOCC2)CC1	-6%	8%	-25%	1%	4%	-3%	4%	-1%
COC(=O)c1ccc(N2C(=O)CC(N(C)CCc3ccc(OC)c(OC)c3)C2=O)cc1 (configuration not stated)	0%	-56%[inhibitor]	0%	-3%	12%	i	?	-7%
COc1ccccc1CNC(=O)Cn1c(=O)oc2cc(S(=O)(=O)N3CCCC3)ccc21	-3%	-5%&-2%	4%&-3%	3%	2%	-16%	8%&-5%	-8%
CCCc1nnc(NC(=O)Cn2c(=O)sc3ccccc32)s1	-14%	-1%	19%	9%[57.1 µM]	2%	16%[57.5 µM]	-7%	-6%
CCc1ccc(S(=O)(=O)NCCc2csc(-c3ccccc3)n2)s1	12%	?	26%	-3%	4%	-23%[57.5 µM]	14µM*	-8%
Cc1ccc(NS(=O)(=O)c2cccc(C(=O)NC3CC3)c2)c(C)c1	2%	0%[1.84 µM]	10%	0%	1%	-31%[inhibitor]	1%	7%
Nc1ccc(C(=O)N/N=C\C=C\c2cccc([N+](=O)[O-])c2)cc1	4%	-9%	-1%	-9%	5%	-21%	17%	-4%
COc1ccccc1OCC(=O)Nc1ccncc1	-4%	-1%	-9%	8%	-2%	-22%	17%	4%
O=c1[nH][nH]c2c1[C@@H](c1ccc(F)cc1)O[C@H](CCOCc1ccccc1)C2	-7%	-9%	32%	4%	3%	-6%	?	1%
CC(C)n1nnnc1SCC(=O)N(C)C1CCS(=O)(=O)C1 (configuration not stated)	-1%	0%	-22%	11%	5%	-1%	-6%	17%
Nc1ccc(S(=O)(=O)NC(Cc2ccccc2)C(=O)O)cc1 (configuration not stated)	-14%	-3%	-15%	2%	6%	-11%	2%	1%
CC(CNC(=O)c1ccc(N)cc1)NC(=O)c1ccc(N)cc1 (configuration not stated)	-2%	-9%	22%	0%	18%	i	-7%	-9%
O=C(NCN1C(=O)C2C3C=CC(C3)C2C1=O)Nc1cccnc1 (configuration not stated)	1%	-3%	-10%	18%	-4%	-7%[57.5 µM]	-4%	11%
O=C(CSCc1cccc(CSCC(=O)Nc2ccccc2)n1)Nc1ccccc1	5%	4%	15%	-9%	6%	-3%[57.5 µM]	10%	-6%
COc1ncnc2c1sc1nc(-c3ccccc3)c3c(c12)CCCC3	1%	8%	-3%	4%	8%	-38%[inhibitor]	16%	-8%
COc1ccc2sc(-c3ccc(SC)cc3)c(/C=C/c3ccc(OC)c(OC)c3)c2c1	4%	-15%	34%	-5%	9%	i	8%	-26%
CC(NC(=O)c1c(F)cccc1Cl)c1ccc(-n2ccnc2)cc1 (configuration not stated)	15%	-4%	-3%	-5%	7%	-2%	-6%	10%
Cc1ccc(/C=N/n2c(C)cc(C)c(C#N)c2=O)cc1	-2%	-11%	7%	10%	6%	?	-24%	15%
CCc1ccccc1Nc1nc(N)nc(COC(=O)C2CCN(C(=O)c3ccc(F)cc3)CC2)n1	0%	-1%	24%	2%	11%	-19%	-6%	1%
Cc1cc(C)n(C2CC(=O)N(c3ccccc3)C2=O)n1 (configuration not stated)	-5%	-4%	6%	12%	6%	-5%[57.5 µM]	-24%	6%
O=[N+]([O-])c1ccccc1N/N=C/c1c[nH]c2ccccc12	20%	1%	-4%	-26%	8%	-22%	-1%	6%
CCOC(=O)c1sc(NC(=O)c2ccc(=O)[nH]c2)nc1C	-4%	-3%	22%	3%	3%	i	-5%	-2%
O=C(CC1C(=O)NCCN1Cc1c(F)cccc1Cl)NCCCOc1cccnc1 (configuration not stated)	-3%	5%	10%	0%	3%	14%	-3%	-2%
COc1cccc(C(c2nnnn2Cc2ccco2)N2CCN(Cc3ccccc3)CC2)c1OC (configuration not stated)	1%	-1%	20%	-2%	-2%	i	0%[9.22 µM]	-11%
CCOC(=O)N1CCc2c(sc(NC(=O)C3=COCCO3)c2C(N)=O)C1	5%	1%	·	-27%	6%	-18%	-1%	-20%
CCC/C=C/c1ccc(CN2C(C(C)C)C(=O)N(Cc3cn(CCC4OCCCO4)nn3)CCS2(=O)=O)cc1 (configuration not stated)	-9%	21%	?	?	-8%	-12%	?	-8%
O=C(c1ccc(F)c(S(=O)(=O)N2CCOCC2)c1)N(CCc1ccccc1)Cc1ccccc1	12%	2%	27%	-8%	-1%	i	10%	-2%

Two records picked at random from those above:
SMILES	EPAC1 agonist	aSyn rescue	FUS suppressor	EPAC2 antag	EPAC2 agonist	PTHR1 ag	TDP-43 yeast inh	EPAC1 antag
COc1cccc(C(c2nnnn2Cc2ccco2)N2CCN(Cc3ccccc3)CC2)c1OC (configuration not stated)	1%	-1%	20%	-2%	-2%	i	0%[9.22 µM]	-11%
CCOC(=O)c1sc(NC(=O)c2ccc(=O)[nH]c2)nc1C	-4%	-3%	22%	3%	3%	i	-5%	-2%

Part of the list above, with each value named.
> CC(NC(=O)c1c(F)cccc1Cl)c1ccc(-n2ccnc2)cc1 (configuration not stated)
  EPAC1 agonist: 15% | aSyn rescue: -4% | FUS suppressor: -3% | EPAC2 antag: -5% | EPAC2 agonist: 7% | PTHR1 ag: -2% | TDP-43 yeast inh: -6% | EPAC1 antag: 10%

> Cc1ccc(/C=N/n2c(C)cc(C)c(C#N)c2=O)cc1
  EPAC1 agonist: -2% | aSyn rescue: -11% | FUS suppressor: 7% | EPAC2 antag: 10% | EPAC2 agonist: 6% | PTHR1 ag: ? | TDP-43 yeast inh: -24% | EPAC1 antag: 15%

Later entries
SMILES	EPAC1 agonist	aSyn rescue	FUS suppressor	EPAC2 antag	EPAC2 agonist	PTHR1 ag	TDP-43 yeast inh	EPAC1 antag
CC(=O)Nc1nc2ccc(C(=O)NCCOC(=O)C3CCCCC3)cc2s1	7%	-4%	8%	-2%	4%	-22%	10%	-23%
O=C(OC1CCc2ccccc2C1=O)c1ccccc1O (configuration not stated)	-1%	-1%	-1%	-3%	14%	-16%	18%	-19%
O=C(c1ccc(Br)c(S(=O)(=O)N2CCOCC2)c1)N1CCN(C/C=C/c2ccccc2)CC1	8%	3%	6%	-4%	11%	-32%[inhibitor]	10%	-12%
CSc1ccc(/C=C(\NC(=O)c2ccc(C)cc2)C(=O)Nc2cccc(C)c2)cc1	0%	-12%	-28%	7%	5%	i	12%	11%
COc1cc(NC(=O)NNC(=O)c2cc3occc3n2C)cc(OC)c1OC	7%	1%	13%	5%	7%	i	-8%	-7%
CC(C)CC(NC(=O)C(NC(=O)C(Cc1ccc(OCc2ccccc2)cc1)NC(=O)OC(C)(C)C)C(C)C)C(N)=O (configuration not stated)	-9%	5%	3%	10%	-4%	-1%	-1%	-1%
O=C(N/C(=C/c1cn(-c2ccccc2)nc1-c1ccccc1)C(=O)N1CCOCC1)c1ccc(Cl)cc1Cl	1%	2%	34%	23%	-17%	i	-17%	17%
COc1ccc(CCC(=O)NNC(=O)Nc2ccccc2Cl)cc1	-3%	0%	7%	3%	14%	-43%[inhibitor]	-21%	-6%
C=CCSc1nnc(CCc2ccccc2)n1N	-25%	-3%	19%	6%	6%	i	21%	-10%
Cc1cc(=O)n2[nH]c(Nc3cccc(Cl)c3)nc2n1	-5%	-14%	3%	-1%	5%	?	-18%	-13%
Cc1cccc(NC(=O)CNC(=O)COc2ccc(C(=O)c3ccc(F)cc3)cc2)c1C	13%	1%	·	0%	-4%	-42%[inhibitor]	14%	-27%
CN(C)c1ccc(/C=N/Nc2nc3ccccc3o2)cc1	-23%	-2%	-1%	5%	2%	-28%	9%	-8%
CCN(CC)S(=O)(=O)c1ccc(C(=O)N(c2ccc(C)cc2)C2C=CS(=O)(=O)C2)cc1 (configuration not stated)	0%	-6%	6%	5%	4%	-20%	-15%	13%
S=C(NCc1ccco1)Nc1ccc(Br)cn1	-7%	5%	10%	1%	3%	-2%	10%	-3%
CC(C)Cc1cc(C(=O)NCCCN2CCOCC2)no1	-4%	-1%	-15%	11%	4%	0%	10%	14%
O=C(c1cc(Cl)nc2ccccc12)N1CCN(S(=O)(=O)c2cccc(F)c2)CC1	13%	7%	-15%	-3%	-2%	i	19%	-8%
COc1ccc(O)c(CN2CCCC(N3CCN(c4ccc(F)cc4)CC3)C2)c1 (configuration not stated)	4%	1%	-5%	10%	-5%	-13%	5%	6%
COCc1cc(CN2CCN(CCCc3ccccc3)C(CCO)C2)ccc1OC (configuration not stated)	-3%	4%	-10%	7%	-1%	-19%	3%	12%
O=C(NCCCN1CCCC1=O)c1cc2nc(-c3ccco3)cc(C(F)(F)F)n2n1	7%	3%	-4%	-18%	22%	-29%	-2%	-1%
C[C@]12CCC(=O)C=C1CC[C@@H]1[C@@H]2CC[C@@]2(C)[C@H]1CC[C@@]21CCC(=O)O1	-8%	-6%	3%	-7%	2%	-25%	7%	17%
CC(=O)NC(CC(=O)N(C)Cc1c(F)cccc1Cl)c1ccccc1 (configuration not stated)	5%	-6%	-23%	-1%	6%	i	-7%	0%
CCOc1ccccc1CN1CCN(C2CCSCC2)CC1CCO (configuration not stated)	2%	-1%	1%	-8%	6%	i	-25%	10%
Cc1ccc(NC(=S)N2CCC(c3nc4ccccc4s3)CC2)cc1	8%	-25%	?	6%	17%	4%[57.5 µM]	?	12%
Cc1ccc(OCC(=O)Nc2ccc3oc(=O)ccc3c2)cc1C	7%	6%	-3%	-13%	-5%	i	8%	?
COc1ccc(S(=O)(=O)Nc2cc(C)nn2-c2ccccc2)cc1	2%	3%	18%	0%	-5%	i	-10%	-1%
Cc1cccc(C(=O)NN2C(=O)C3C(c4ccccc4)C=CC(c4ccccc4)C3C2=O)c1 (configuration not stated)	20%	16%	?	-9%	16%	i	22%	-4%
O=C(N/N=C/c1c(-c2ccccc2)[nH]c2ccccc12)c1cccnc1	15%	-27%	1%	0%	19%	-12%	16%	-19%
C=CCn1c(SCC(=O)O)nnc1-c1ccc(C(C)(C)C)cc1	1%	-5%	-13%	0%	-16%	-8%[57.5 µM]	11%	3%
Cc1ccc(NC(=O)C2(C)Cc3ccccc3C(=O)O2)cc1 (configuration not stated)	8%	0%	-32%	1%	4%	-14%	15%	-18%

Source: PubChem (National Center for Advancing Translational Sciences (NCATS))
